# NCI-60 one-dose screen, 48 h, at 10 µM unless noted. Numbers give growth in % (100 = growth as untreated, 0 = no growth, -100 = all killed).
# SW-620: SW-620 colon cancer; 82,000 compounds, 5.2% hits; AID 1794795
# HCC-2998: HCC-2998 colon cancer; 79,000 compounds, 4.7% hits; AID 1794799
# OVCAR-5: OVCAR-5 ovarian cancer. 82,000 compounds, 2.9% hits
# OVCAR-3: OVCAR-3 ovarian cancer. AID 1794787. 79,000 compounds, 7% hits
# KM12: KM12 colon cancer cells; 82,000 compounds, 5% hits; AID 1794800
# OVCAR-4: OVCAR-4 ovarian cancer cells; 80,000 compounds, 3.7% hits; AID 1794784
# PC-3: PC-3 prostate cancer cells; 80,000 compounds, 3.9% hits
# DU-145: DU-145 prostate cancer; 81,000 compounds, 4.2% hits; AID 1794760
# OVCAR-8: OVCAR-8 ovarian cancer; AID 1794782; 81,000 compounds, 4.4% hits
# * hit, by the source's call; / = no result given; & = joins results of further samples; [ ] = remark or other dose. How the source made its calls: active means growth percent below 10; inactive means the rest.
Structure	SW-620	HCC-2998	OVCAR-5	OVCAR-3	KM12	OVCAR-4	PC-3	DU-145	OVCAR-8
C[C@H](N[C@@H](CCc1ccccc1)C(=O)O)C(=O)N1Cc2ccccc2C[C@H]1C(=O)O	104	109	119	112	112	116	100	132	95
C=CC(C)(C)[C@]1(C[C@@H]2NC(=O)[C@@H]3CCCN3C2=O)C(=O)Nc2c1ccc1c2C=CC(C)(C)O1	102	108	99	110	106	110	92	106	99
C=C1C(=O)O[C@H]2[C@H]1CC/C(COC(=O)C(=O)c1cn(C)c3ccc(Cl)cc13)=C\CC[C@@]1(C)O[C@@H]21	-69*	-80*	-48*	-86*	-50*	-61*	-71*	-96*	-24*
CCS/C(Nc1ccccc1)=C(\C#N)C(=O)Nc1ccccc1	103	96	97	89	90	102	92	102	94
Clc1ccccc1Cn1cc(CSc2nc3ccccc3s2)nn1	102	106	93	101	100	105	95	107	107
C=CCCC(=O)N1C=CC(=O)[C@H](O)[C@@H]1/C=C/c1ccccc1	41[100 µM]	43[100 µM]	62[100 µM]	30[100 µM]	33[100 µM]	55[100 µM]	51[100 µM]	36[100 µM]	37[100 µM]
CCCCOc1ccc([N+](=O)[O-])cn1	106	106	107	127	113	/	109	104	108
Nc1c(C(=O)Nc2ccccc2)sc2nc3c(cc12)CCC3	53	89	99	/	53	79	81	97	88
Cc1nn(-c2ccccc2)c(N2CCOCC2)c1/C=C/C(=O)c1ccccc1	71	102	101	91	74	80	47	100	87
CN(C)c1oc(-c2nc(C#N)c(N(C)C)o2)nc1C#N	102	103	107	108	107	107	97	109	103
OCC1OC(c2ccccc2)OC2COC(c3ccccc3)OC12 (stereo not drawn)	113	108	103	114	109	112	94	110	105
CN1CCc2c(sc3ncnc(N/N=C/c4ccc([N+](=O)[O-])cc4)c23)C1	74	76	109	72	84	84	67	99	87
CCCCNc1nc(N)ncc1[N+](=O)[O-]	107	105	96	122	111	102	101	116	95
CC1(C)C(N2CCCCC2)CS1(=O)=O (stereo not drawn)	95	112	102	111	107	92	96	113	97
C#Cc1ccc(-n2c(/C=C/c3ccc(O)c(OC)c3)nc3ncccc3c2=O)cc1	102	112	108	100	/	81	81	111	97
CCOC(=O)/C(F)=C/C1CC1C1CCCCC1 (stereo not drawn)	101	107	102	/	104	107	102	105	109
Cc1ccccc1-c1cc(-c2cccc(Cl)c2)c(C#N)c(=O)[nH]1	37	93	93	22	50	59	61	88	78
O=C1CSC(c2ccc3c(c2)OCO3)Nc2n[nH]c(-c3ccccc3)c21 (stereo not drawn)	103	105	106	102	110	107	100	119	/
C/C1=C\CCC2(C)OC2CC2CCC(C)(O)C(CC1)C2(C)C (stereo not drawn)	97	/	112	118	108	100	85	96	90
N#Cc1c(N)cc(=O)n(-c2nc3ccccc3nc2Cl)c1O	101	119	114	112	108	103	109	114	107
C=CCc1ccccc1OC	99	/	103	126	118	101	96	124	111
COc1cccc(Cn2cc(C(=O)Nc3cccnc3Nc3ccc(OC)cc3OC)nn2)c1	104	83	102	105	102	102	89	104	100
Cc1cc(=O)oc2cc(OCCOc3ccc(/C=C/C(=O)Nc4cccc([N+](=O)[O-])c4)cc3)ccc12	102	118	108	/	/	112	96	113	109
Cc1ccc(C2C=C(c3ccc(Cl)cc3)N=C3SC=CN32)c(Br)c1 (stereo not drawn)	54	91	93	87	79	67	65	89	80
O=[N+]([O-])c1ccc(C2Oc3ccc(Br)cc3C3CC(c4cccs4)=NN32)cc1 (stereo not drawn)	103	101	107	94	88	87	/	94	97
C=CCOc1c(Cl)cccc1Cl	106	103	116	110	100	115	107	115	112
CCCC(=O)Nc1ccn(C2OC(CO)C(O)C2O)c(=O)n1 (stereo not drawn)	101	86	99	113	109	84	86	118	95
CC(=O)OCC(=O)[C@@]12OC(C)(C)O[C@@H]1CC1C3C[C@H](F)C4=CC(=O)C=C[C@]4(C)[C@@]3(F)[C@@H](O)C[C@@]12C (stereo partly drawn)	106	98	85	122	110	102	91	110	92
Cc1nnc(-n2c(O)cc(=O)n(-c3ccccc3)c2=S)nc1/C=C/c1ccc(N(C)C)cc1	67	64	83	44	48	50	67	74	53
Cc1nn(-c2ccccc2)c2nc(C)n(C(=O)N/N=C/c3ccccc3O)c(=O)c12	114	108	109	110	100	101	91	116	102
CCCCCCCCNc1ccc(Cl)cc1	104	114	99	108	108	111	87	115	98
CC(=O)Oc1cc(Cl)ccc1Cc1ccc(Cl)cc1OC(C)=O	99	91	92	85	101	78	68	101	88
COc1cc(C(=O)c2cnc(-c3cccc4[nH]ccc34)[nH]2)cc(OC)c1OC	20	21	50	-18*	4.2*	39	22	2.8*	/
CCOc1cccc(/C=N\Nc2ccc(S(=O)(=O)O)cc2)c1	105	103	94	126	112	/	98	121	100
CCOC(=S)SC1CCCC1	100	97	88	104	97	99	93	/	83
CCCCCOC(=O)c1c(C)[nH]c(/C=C2\N=C(c3ccc[nH]3)C=C2OC)c1C	-1.6*	-20*	-47*	-52*	-14*	-7.2*	12	27	7.4*
Nc1cccc([N+](=O)[O-])c1O	107	91	100	132	124	110	86	116	100
CC(=O)Nc1ccc(C)c([N+](=O)[O-])c1	100&110	106&106	94&98	104&106	101&100	91&116	101&84	99&110	104&105
COc1ccc(NC(=O)/C=C/c2ccccc2)cn1	102	107	106	113	110	109	102	106	106
O=C(CSc1nnc(-c2ccc(-c3nc4ccccc4[nH]3)cc2)o1)Nc1ccc(C(=O)/C=C/c2ccc(Cl)cc2)cc1	110	110	105	103	111	98	94	105	95
Nc1nc(Cl)c(Cl)nc1N	105	112	100	112	97	98	96	104	111
O=C(/C=C/c1ccccc1)c1ccc(Nc2nc(NCCO)nc(Nc3ccc(Cl)cc3)n2)cc1	19	63	98	60	28	73	78	74	89
Nc1cc2c(cc1Cl)C(=O)c1ccccc1C2=O	/	69	59	62	29	9.4*	73	68	22
CCOC(=O)c1cc(C(=O)c2cc(OC)c(OC)c(OC)c2)n2ncc3ccccc3c12	36	93	99	47	40	84	55	84	78
CCC(=O)c1c(C(=O)OC)c(C(=O)OC)c2ccc3c4ccccc4ccc3n12	101	102	101	104	107	89	91	111	79
CCOC(=O)N1CCc2c(sc3nc(-c4ccccc4)nc(OCc4cn(C5OC(COC(C)=O)[C@H](OC(C)=O)[C@H](OC(C)=O)[C@@H]5OC(C)=O)nn4)c23)C1 (stereo partly drawn)	106	89	98	81	93	74	54	93	66
NNC(=O)Cc1cccc2ccc(Cl)cc12	107	110	105	111	100	97	106	108	104
Cn1cc(/C=C2\SC(=S)N(CCCC(=O)N3CCOCC3)C2=O)c2ccccc21	104	102	104	105	104	96	/	102	96
CC(=O)C1=C(C)NC(SCC(=O)Nc2ccc(S(N)(=O)=O)cc2)=NC1c1ccc(Cl)cc1 (stereo not drawn)	106	108	102	115	102	98	125	110	111
C=CCn1c(=S)[nH]c2c(Cl)cc(Cl)cc2c1=O	100	103	118	105	99	111	91	107	90
CC(=O)Oc1ccccc1C(=O)Nc1ccc(C(=O)/C=C/c2ccco2)cc1	110	106	106	120	102	99	107	107	108
Cc1ccc(S(=O)(=O)N=N/C=C2/C=CC=CN2O)cc1	107	/	110	121	107	101	100	120	102
O=C(O)c1ccc(N2C(=O)c3cccc4cccc(c34)C2=O)cc1	101	103	103	105	100	106	93	114	97
O=C(O)c1cc(=O)cc(C(=O)O)o1	98	111	97	102	100	100	93	104	104
O=NN(CCCl)C(=O)Nc1ccc(S(=O)(=O)c2ccc(NC(=O)N(CCCl)N=O)cc2)cc1	82	114	108	106	99	94	94	108	94
COc1cccc(-c2nc3sccn3c2-c2ccnc(NCCNC(=O)c3cc(C(F)(F)F)cc(C(F)(F)F)c3)n2)c1	119	90	101	91	79	103	49	94	82
O=S(=O)(NCCNc1nccc(-c2c(-c3cccc(O)c3)nc3occn23)n1)c1ccc(Br)cc1	35	51	51	36	27	37	30	45	31
Cc1csc(N2C(=O)C3C4CCC(O4)C3C2=O)n1 (stereo not drawn)	106	99	106	118	110	112	93	114	107
O=C1C=CC(=O)N1c1ccc2c(c1)C(NC(=O)C(F)(F)F)c1ccccc1-2 (stereo not drawn)	89	103	101	116	111	107	93	117	103
Cc1ccc[n+](CC(=O)c2ccc3ccccc3c2)c1	106	102	114	110	108	/	109	108	114

# An excerpt of these results, field by field:
Structure: Cc1ccc[n+](CC(=O)c2ccc3ccccc3c2)c1
  SW-620: 106; HCC-2998: 102; OVCAR-5: 114; OVCAR-3: 110; KM12: 108; OVCAR-4: /; PC-3: 109; DU-145: 108; OVCAR-8: 114
Structure: Nc1cccc([N+](=O)[O-])c1O
  SW-620: 107; HCC-2998: 91; OVCAR-5: 100; OVCAR-3: 132; KM12: 124; OVCAR-4: 110; PC-3: 86; DU-145: 116; OVCAR-8: 100

# Compound profiles, from the list above:
# Shown for CC(=O)C1=C(C)NC(SCC(=O)Nc2ccc(S(N)(=O)=O)cc2)=NC1c1ccc(Cl)cc1 (stereo not drawn) = SW-620 = 106; HCC-2998 = 108; OVCAR-5 = 102; OVCAR-3 = 115; KM12 = 102; OVCAR-4 = 98; PC-3 = 125; DU-145 = 110; OVCAR-8 = 111
# Shown for CC(=O)Oc1ccccc1C(=O)Nc1ccc(C(=O)/C=C/c2ccco2)cc1 = SW-620 = 110; HCC-2998 = 106; OVCAR-5 = 106; OVCAR-3 = 120; KM12 = 102; OVCAR-4 = 99; PC-3 = 107; DU-145 = 107; OVCAR-8 = 108

# Following part:
Structure	SW-620	HCC-2998	OVCAR-5	OVCAR-3	KM12	OVCAR-4	PC-3	DU-145	OVCAR-8
Cc1nn2c(-c3nc4ccc(Cl)cc4[nH]3)c(-c3ccccc3)nc2s1	101	103	/	104	90	109	88	101	90
Cn1c(-c2ccccc2)c(C(C[N+](=O)[O-])c2ccco2)c2ccccc21 (stereo not drawn)	88[9.25 µM]	100[9.25 µM]	106[9.25 µM]	85[9.25 µM]	87[9.25 µM]	62[9.25 µM]	/	94[9.25 µM]	91[9.25 µM]
CCCC(=O)C(CC)C1(C(=O)OC)NC(=S)NC(=O)C1C#N (stereo not drawn)	104	113	109	117	106	108	103	118	107
N#C/C(C(=O)Nc1ccccc1)=c1\s/c(=C\Nc2ccc(Br)cc2)c(=O)n1-c1ccccc1	120	108	103	118	99	95	79	95	85
Cn1c(=O)c2[nH]c(CCCCCCCCc3nc4ccccc4[nH]3)nc2n(C)c1=O	91&92	86&59	91&106	67&88	91&84	50&24	87&48	83&91	69&59
COc1cc(CCn2nnc3c(Nc4ccc(N5CCOCC5)nc4)ncnc32)cc(OC)c1	93	99	100	99	92	96	89	99	117
CCN(CC)c1nc2sc3cc(Cl)ccc3n2c(=N)c1C#N	91	107	111	95	47	73	56	103	78
COC(c1ccc2ccccc2c1)C(C)C(F)F (stereo not drawn)	106	114	96	114	107	109	97	110	99
N#Cc1cccc(-c2cc(-c3ccc4c(c3)OCCO4)[nH]n2)c1	28	47	72	/	36	79	40	35	35
CCC1CCc2nc3sc(C(=O)Nc4ccccc4F)c(N)c3cc2C1 (stereo not drawn)	36	92	88	/	35	91	67	56	83
CCSc1ccnc(SCC)n1	110	100	107	115	107	99	90	110	102
Cc1ccc(S(=O)(=O)OCCCl)cc1	101	98	105	115	112	97	97	114	102
COc1cc(C(=O)n2ncnc2N)cc(OC)c1OC	102	104	105	103	97	103	90	102	95
CCOc1ccc(/C=N\N=C\c2ccc(OCC)cc2)cc1	53	98	77	114	98	94	67	17	74
COC(=O)[C@@H](CC(C)C)NS(=O)(=O)N(c1cccc(F)c1)C1CCN(Cc2ccc(C(F)(F)F)cc2)CC1	95	/	87	84	83	71	50	108	87
O=C(O)c1ccccc1C(F)(F)F	99	/	97	98	96	101	100	102	105
CCCCCCCCCCCCN(CCO)C(=O)CCl	97	100	99	95	104	96	87	113	94
NS(=O)(=O)c1cc(=O)[nH]c(=O)[nH]1	109	121	112	116	104	110	120	114	114
CCOC(=O)c1cc2c(n1Cc1ccccc1)-c1oncc1CC2	33	84	97	-0.5*	31	105	76	83	97
CCOC(=O)c1csc(N)n1	103&104	101&115	104&106	107&108	108&110	95&104	95&95	104&105	97
COc1ccc(NC(=O)Cn2c(/C=C/c3cccc(Br)c3)nc3ccccc3c2=O)cc1	32	85	48	36	88	-46*	79	79	14
O=P(Cc1ccccc1)(Cc1ccccc1)c1ccccc1	108&103	102&97	108&97	102&108	92&101	111&97	97&91	104&107	96&105
C[C@@H]1CCCCCCCCC[C@H](O)C(=O)C[C@@H](SC[C@@H](O)C(=O)O)C(=O)O1	103	109	104	107	96	110	83	95	95
C[C@]1(O)CC(=O)[C@]2(O)C3=C(C=C[C@]2(O)C1)C(=O)c1c(O)cccc1C3=O	-55*	95	39	-33*	78	-98*	73	-82*	-13*
Cc1ccc(-c2nc(NS(=O)(=O)c3ccc(C)cc3)nc(Oc3ccccc3)c2C#N)cc1	103	124	125	98	96	85	93	114	97
O=C1CCC(=O)N1CO	106	108	104	133	106	104	83	124	104
Nc1ccc(Cl)c([N+](=O)[O-])c1	104	94	86	114	96	97	88	107	101
Nc1ccccc1-c1ccc([N+](=O)[O-])cc1	44	30	75	72	24	63	39	59	75
COC(=O)C1CCC(=O)N1C(=O)CC(C)=O (stereo not drawn)	113	100	96	108	108	106	92	110	106
CC(=O)CC(C)(C)NC(=S)Nc1ccc(C)cc1	107	109	104	106	101	113	/	100	114
Nc1ccc(N=Nc2ccccc2)c(N)c1	103&104	117&82	100&95	110&99	103&93	108&93	98&111	111&105	105&93
CCCCCCCCCC(=O)Oc1ccc(/C(=C(/C)Cc2cccc(OC)c2)c2ccc(OCCN3CCCC3)cc2)cc1	87	100	90	98	95	85	90	101	97

# Bioassay records deposited in PubChem BioAssay by NCI.
